Screening results: PubChem BioAssay, several laboratories
E-sel TNF inh – TNF alpha driven E-selectin expression inhibition. actives 0.71% (n = 120,000). inhibition, % at 2 µM. AID 1246. HUVEC TNFa-induced E-selectin immunofluorescence, high content;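 active = inhibition above the batch mean plus 3 SD, and confirmed as a hit on visual image review, cut at about 43% in these data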;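 also: 0% = TNF-stimulated DMSO wells and 100% = unstimulated control wells; not every result past the cut was called active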
Measles CPE – protection of cells from measles virus. AID 841. Measles virus-infected cells, CPE protection, absorbance. protection (pct of control), % at 4 µM. actives 1.5% (n = 140,000); in the data active = protection mostly above about 24%, no sharp cut-off; inactive = mostly below about 26%; also: some compounds called inactive have numbers as strong as hits
GALR2 blocker – GALR2 (human) receptor antagonism; GALR2-expressing cells, antagonist mode; O43603; actives 0.39% (n = 140,000); inhibition, % at 4 µM; AID 828; in the data active = inhibition above about 27%;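 also: cells stimulated with galanin 1-16 at roughly its EC80; 0% = agonist challenge control and 100% = basal control without agonist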
Target sequence (O43603 whole entry, looked up): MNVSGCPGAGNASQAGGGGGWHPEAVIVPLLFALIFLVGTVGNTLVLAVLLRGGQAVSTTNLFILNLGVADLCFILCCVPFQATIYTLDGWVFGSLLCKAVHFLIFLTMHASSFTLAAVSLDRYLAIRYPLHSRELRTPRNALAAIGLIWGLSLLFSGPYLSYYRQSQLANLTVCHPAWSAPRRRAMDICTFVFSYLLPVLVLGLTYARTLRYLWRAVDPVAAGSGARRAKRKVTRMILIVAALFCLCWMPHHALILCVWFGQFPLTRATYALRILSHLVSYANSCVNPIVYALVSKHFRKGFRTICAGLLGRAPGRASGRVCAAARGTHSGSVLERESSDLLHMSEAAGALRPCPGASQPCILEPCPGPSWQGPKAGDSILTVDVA
Phagocyt inh – macrophage phagocytosis inhibition. actives 0.07% (n = 110,000). J774A.1 macrophage IgG-bead phagocytosis, imaging. inhibition, % at 5 µM;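 active = inhibition above the mean of the plate negative controls plus 5 SD, cut at about 13% in these data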;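 also: phagocytic index as fraction of beads internalized from green versus red external bead signal; plate controls were DMSO negative control for no effect and cytochalasin-D positive control for full effect; some results beyond the cut were filed as inactive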
NPY-Y2 antag – NPY-Y2 (human) receptor antagonism | inhibition, % at 2.7 µM | NPY-Y2 expressing cells, antagonist mode | actives 0.99% (n = 140,000) | P49146; in the data active = inhibition above about 17%;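 also: 0% = vehicle with agonist challenge and 100% = reference antagonist with challenge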
Target sequence (P49146 whole entry, looked up): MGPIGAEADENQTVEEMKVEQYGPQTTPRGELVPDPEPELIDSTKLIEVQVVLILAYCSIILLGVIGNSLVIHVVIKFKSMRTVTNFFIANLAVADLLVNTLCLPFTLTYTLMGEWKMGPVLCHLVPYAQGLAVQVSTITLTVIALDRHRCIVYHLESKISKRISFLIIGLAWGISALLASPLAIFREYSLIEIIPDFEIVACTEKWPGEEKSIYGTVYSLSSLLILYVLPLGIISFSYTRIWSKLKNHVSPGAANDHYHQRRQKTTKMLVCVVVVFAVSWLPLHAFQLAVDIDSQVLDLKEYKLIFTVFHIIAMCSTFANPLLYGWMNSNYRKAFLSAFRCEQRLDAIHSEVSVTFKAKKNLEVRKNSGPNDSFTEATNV
MRP-1 activ – activators of MRP-1 | actives 0.61% (n = 140,000) | H69AR cells + doxorubicin, viability rescue, CellTiter-Glo | viability increase, % at 10 µM;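 active = viability gain under doxorubicin at or above a set limit, the compound median plus 3 SD, cut at about 4.7% in these data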;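 also: MRP-1 overexpressing cells given doxorubicin 25 µM after compound pretreatment; 18-22 h compound pretreatment then 72 h with doxorubicin before readout; 0% = doxorubicin-only wells and 100% = vehicle-treated cells without doxorubicin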
PTEN del growth – growth suppressors of cells with PTEN tumor suppressor deletion; viability, % at 10 µM; AID 827; HCT116 PTEN-null viability, CellTiter-Glo, 60 h; hits give low values; actives 1.2% (n = 140,000);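 active = viability at or below a set limit, 4 SD under the median of all tested compounds, cut at about 3.7% in these data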;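 also: PTEN knockout HCT116 line with beta catenin targeted HCT116 as companion control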
BB579 growth dn – yeast BB579 growth reduction in restrictive medium; S. cerevisiae BB579 growth, OD615, 48 h; AID 804; inhibition, % at 10 µM; actives 0.51% (n = 140,000);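 active = inhibition above a set limit, 3 SD over the mean compound inhibition, cut at about 44% in these data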; also: inactives centre near -24
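System: Saccharomyces cerevisiae DeaD strain BB579, replicative lifespan model yeast. Buffer or medium: restrictive glucose-based CSMM-D medium. Doses: one dose, 10 µM compound with 0.25% DMSO. Timing: 4 h preincubation and 48 h exposure at 30 °C. Detection: turbidity as optical density at 615 nm. Benchmarks: amphotericin B 10 µg/mL, positive.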
HCT116 bCat-KO – beta-catenin-lacking colon tumor cell growth suppression | HCT116 beta-catenin knockout viability, CellTiter-Glo, 60 h; hits give low values | viability, % at 10 µM | actives 1.5% (n = 140,000);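 active = viability at or under a set limit, the compound median less 4 SD, cut at about 6% in these data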;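 also: 0% = Hyamine 1622 control at 20 µM and 100% = untreated cell control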
Yeast life ext – extends the lifespan of yeast; S. cerevisiae growth with nicotinamide, OD615; deaD strain in restrictive glucose medium; inhibition of the nicotinamide effect, % at 10 µM; actives 0.68% (n = 130,000); AID 775;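 active = inhibition above a set limit, placed 3 SD over the median of all compounds, cut at about 26% in these data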;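 also: 0% = nicotinamide-treated wells and 100% = cells grown without nicotinamide; some compounds called inactive have numbers as strong as hits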
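System: Modified budding yeast, DeaD strain | Buffer or medium: Restrictive glucose medium | Also added: 1.5 mM nicotinamide | Doses: 10 µM single point, 0.25% DMSO | Schedule: 48 h compound exposure at 30 °C, humidified | Detection: Absorbance at 615 nm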
* = called active by the depositor; · = no result given.

canonical_smiles	E-sel TNF inh	Measles CPE	GALR2 blocker	Phagocyt inh	NPY-Y2 antag	MRP-1 activ	PTEN del growth	BB579 growth dn	HCT116 bCat-KO	Yeast life ext
O=C(COC(=O)Cc1ccsc1)NC1CCCCCC1	-2	6	-12	-1	1	-0.3	107	-38	101	-7
COCCNc1nnc(SC(C)C(=O)Nc2ccc(-c3nc4ccc(C)cc4s3)cc2)s1 (stereo not given)	·	14	-18	-6	-3	-1.6	6	2	21	-3
COc1ccc(C(=O)CSc2nc3cccnc3n2C)cc1	-2	8	8	·	1	1.9	97	-21	86	·
COC(=O)c1cc2ccsc2n1CC(=O)Nc1ccc(N(C)C)cc1	-2	7	-2	0	-3	-0.6	79	-28	101	-15
O=C(Oc1ccc2c(=O)c(Oc3ccc4ccccc4c3)coc2c1)c1cncc(Br)c1	-19	8	2	0	2	-1.2	111	-49	109	-6
COc1ccc(N(CC(=O)Nc2ccc(C)c(C)c2)S(=O)(=O)c2c(C)n[nH]c2C)cc1	23	0	4	-1	-2	-2.3	91	-2	84	17
CCC(=O)C1=C(N2CCCC2)CC(C)(C)CC1=O	2	20	-10	-2	-3	-2.3	93	26	100	1
O=C(COC(=O)c1cc(-c2ccccc2Cl)nc2ccccc12)Nc1ncc(C(F)(F)F)cc1Cl	·	13	-3	-10	4	1.0	95	-41	98	2
COc1cccc(NC(=S)NCc2cccnc2)c1	·	4	-8	-8	0	-1.3	87	-13	88	5
CS(=O)(=O)N(CC(=O)Nc1ccccc1C(=O)NCc1ccco1)c1ccc2c(c1)OCCO2	·	15	-17	-2	3	-2.2	31	-37	29	-5
COc1ccccc1N1CCN(C(=O)CSc2nc3ccccc3o2)CC1	37	4	1	-3	7	-3.9	84	5	75	-29
C=CCn1c(SCc2ccc(Cl)cc2)nc2c1c(=O)[nH]c(=O)n2C	·	7	-72	-3	4	-1.0	46	-30	56	-15
Cc1ccnc(NC(=S)NC(=O)/C=C/c2ccco2)c1	4	5	12	1	6	-4.9	24	-40	19	-25
Cc1ccc(-c2ccc(SCC(=O)N3CCN(c4ccccc4)CC3)nn2)cc1	·	9	-6	-4	3	-0.4	92	-15	88	3
CCCCC[C@H](O)/C=C/C1=C(CCCCCCC(=O)O)C(=O)CC1	·	44	10	·	0	-2.2	92	-55	92	12
O=S(=O)(c1ccc(N2CCN(S(=O)(=O)c3ccc4c(c3)OCCO4)CC2)nc1)N1CCCC1	16	12	0	·	0	-3.8	65	-45	66	-10
CC(C)C[C@@H]1NC(=O)[C@H](C(C)C)NC(=O)c2cc([N+](=O)[O-])cc(I)c2NCC[C@@H](C(N)=O)NC1=O	-15	11	4	·	1	-1.7	107	-8	97	7
O=C(CSc1cccc2cccnc12)OCC(=O)c1ccc(Br)cc1	-15	13	13	·	3	-2.0	87	-28	103	-1
CCOC(=O)c1nnn(-c2nonc2NC(C)=O)c1C	0	11	-12	-1	-1	-0.3	96	9	99	-10
COc1ccccc1OCCn1cc(/C=N/n2cnnc2)c2ccccc21	11	1	-8	-9	0	-2.8	69	-14	68	-6
COc1cccc(C(=O)Nc2c3c(nc4c2CCC4)CCCC3)c1	·	12	16	-2	2	-1.4	103	-37	96	14
Cc1ccc2cc3cc(C(=O)N(CC(=O)NC4CCCC4)c4cccc(C)c4C)sc3nc2c1	-1	11	-3	·	-2	-5.0	52	-32	59	-8
COc1ccc2c(c1)[nH]c1c(=O)n(CCC3=CCCCC3)cnc12	23	5	6	-2	2	-0.6	96	-47	82	3
CC(C)N(Cc1nc(-c2ccc(Cl)cc2)no1)C(=O)/C=C/c1ccccc1	·	33	2	-8	15	-2.7	87	-60	94	-2
CCN1C(=O)CC(N2CCC(C(=O)N3CCOCC3)CC2)C1=O (stereo not given)	-37	5	4	-2	2	-2.2	94	-16	96	0
COC(=O)c1ccc(NC(=O)Nc2ccc(F)c(Cl)c2)cc1	-6	14	0	-1	8	0.9	50	-38	86	-6
CCCSC1=C(C#N)C(c2cccnc2)C(C(=O)OCC)=C(c2ccccc2)N1 (stereo not given)	-45	7	15	4	2	-3.1	59	-20	64	-20
Cn1c(=O)[nH]c(=O)c2c1nc(NCc1ccco1)n2CCCc1ccccc1	11	0	1	0	2	-0.8	102	-43	103	-1
O=C(/C=C/c1ccc(Cl)cc1Cl)Nc1ccc(CN2CCOCC2)cc1	45	9	-11	·	1	-2.4	20	-21	17	-4
COc1cc(C(=O)N2CCN(C(=O)C3CC3)CC2)cc(OC)c1OC	7	24	6	-2	1	-0.8	99	21	91	-5
CCOc1c(CNCCN2CCOCC2)cccc1OC	25	30	-4	0	0	-1.2	83	-32	92	-2
Cc1cccc(NC(=O)C2CCCN(S(=O)(=O)c3cccc4nsnc34)C2)c1 (stereo not given)	4	10	-2	2	2	-0.9	103	-37	89	-3
CN(C)CCCNC(=O)/C(=N\O)c1ccccc1	10	9	-11	0	2	-1.4	108	-37	99	-5
O=C(c1ccco1)N1CCN(c2nc3ccsc3c(=O)s2)CC1	-11	26	7	0	1	-0.5	105	-32	100	-9
CCCc1cc(=O)n2[nH]c(-c3ccc(OC)cc3)nc2n1	-3	6	-9	0	3	0.3	94	-8	95	-9
O=[N+]([O-])c1ccc(N2CCOCC2)cc1NCc1ccccc1	-16	5	-12	1	7	-2.9	86	-50	82	0
COc1ccc(CCN2CC(C(=O)O)CC2=O)cc1 (stereo not given)	-5	6	2	0	0	-0.1	92	-31	103	-1
CC1CCC2(CC1)NC(=O)N(CC(=O)Nc1nc(-c3ccc(F)cc3)cs1)C2=O (stereo not given)	15	10	-2	0	2	-0.9	91	-48	91	-4
CC1(C)CC(=O)c2sc(NC(=O)CN3CCOCC3)nc2C1	6	3	9	-1	2	-2.4	101	-17	92	-5
CCc1ccc(S(=O)(=O)Nc2ccc(-c3nc4cccnc4s3)cc2)s1	-9	13	3	0	7	-2.5	80	-23	88	-3
CN1CCCN(C(=O)c2ccc(Cl)c(S(=O)(=O)N(C)c3ccccc3)c2)CC1	·	12	-2	-1	1	-0.8	101	-36	94	-9
CCCCOc1ccc2c(C)cc(=O)oc2c1OCCCC	-5	9	3	·	9	-2.0	85	1	64	·
CCc1ccccc1NC(=O)N[C@@H](C)C(=O)O	15	5	-3	-1	-3	0.3	90	-49	85	0
CCC(Sc1nccn1C)C(=O)Nc1nnc(C)s1 (stereo not given)	0	10	5	0	1	7.3*	82	0	83	-10
COc1ccc(Oc2nccc(-c3ccc(F)cc3)c2C#N)cc1	-5	4	0	·	5	0.5	101	-75	93	-4
Cc1ccc(C)c(/C(O)=C2\C(=O)C(=O)N(CCCN3CCOCC3)C2c2cccnc2)c1 (stereo not given)	-11	13	-11	1	2	0.3	100	-4	94	-12
Fc1ccc(NCc2ccccc2F)cc1Cl	-29	15	2	-4	1	-2.1	90	-24	96	-16
COc1cc(CNc2ccc(N3CCCC3)cc2)ccc1OCc1ccccc1	·	10	-1	-4	-2	-6.4	14	-63	10	9
CN(C)S(=O)(=O)c1cccc(NC(=O)COC(=O)CCC(=O)c2ccc(F)cc2)c1	·	16	4	-8	3	0.6	101	-41	104	2
O=C(Nc1ccc2oc(=O)ccc2c1)c1cc2ccccc2o1	2	10	10	·	2	0.5	92	-38	81	·

Later entries
canonical_smiles	E-sel TNF inh	Measles CPE	GALR2 blocker	Phagocyt inh	NPY-Y2 antag	MRP-1 activ	PTEN del growth	BB579 growth dn	HCT116 bCat-KO	Yeast life ext
CCOC(=O)C1=C(C)Nc2nnnn2C1c1c[nH]c2ccccc12 (stereo not given)	2	15	7	1	0	-2.8	98	-20	90	·
N#CCSc1n[nH]c2nc3c(c(=O)n12)C1(CCCC1)Cc1ccccc1-3	3	1	7	1	2	5.0*	92	3	85	-13
COc1ccc(-c2nc(C#N)c(NCCCN(C)C)o2)cc1OC	17	15	-8	-1	-2	-1.6	92	-34	90	-18
Cc1cccc(C)c1-n1c(C)cc(/C=N/NC(=O)c2ccncc2)c1C	-6	24	-14	-1	3	0.6	84	-44	85	-13
C/C(=C1/SC(N2CCCC2)=NC1=O)c1ccc(Br)cc1	37	7	-2	·	5	-3.3	57	-14	72	-33
Cc1ccc(C(=O)Oc2ccccc2C(=O)N2CCOCC2)cc1	-8	18	0	·	4	1.2	99	-22	94	·
O=C(/C=C\c1ccc(-c2ccccc2)o1)c1ccccc1	-42	12	11	-7	1	-5.0	80	-41	89	15
COc1cc(C(C[N+](=O)[O-])c2c(C)[nH]c3ccccc23)cc(OC)c1OC (stereo not given)	-27	2	9	-1	-3	-1.6	70	-24	70	-10
COc1ccc(N2C(=O)CN=C2Nc2cccc(C)c2C)cc1OC	5	6	16	0	1	-2.7	109	-24	92	-23
COc1ccc(-c2noc(CSc3nc(-c4ccccc4)cc(=O)[nH]3)n2)cc1	-47	9	17	0	25*	-0.4	98	16	109	-13
Cc1nc2ccccc2n1/N=C/c1cccnc1	10	43	-4	0	3	-0.4	87	7	85	-15
CC1(c2ccco2)NC(=O)NC1=O (stereo not given)	-3	22	8	·	2	-0.9	102	-24	96	-4
CCN(CC)C(=O)CSc1nnc(-c2ccc(F)cc2)n1N	·	30	-8	3	-2	-2.6	92	1	100	-8
CCOC(=O)C1CCN(Cc2ccc(F)cc2F)CC1	21	15	-1	-2	3	0.6	100	-78	91	1
O=C(c1ccccc1)N1CCN(C(=O)c2ccccc2)C1c1ccccc1	38	9	-6	-1	4	0.2	91	-18	80	-3
O=S(=O)(c1ccccc1)N1CCN=C1SCc1cccc(Cl)c1	6	3	6	-3	3	-4.8	76	-29	78	1
Cc1nn(-c2ccccc2)c(N)c1C1(O)C(=O)N(C(C)C)c2ccccc21 (stereo not given)	2	15	0	·	-2	-3.6	90	-23	98	8
Cc1cc(C)nc(NS(=O)(=O)c2ccc(NC(=S)NC(=O)C(C)(C)C)cc2)n1	7	12	-7	-1	4	0.1	97	-21	103	1
O=C1[C@@H]2[C@H](C(=O)N1n1cnnc1)[C@H]1C=C[C@@H]2C1	·	20	-2	1	2	-0.3	87	-29	93	-7
CCCOC(=O)c1ccc(NC(=O)CCC(=O)OCC)cc1	-11	21	9	-1	3	0.8	104	-21	94	-11
COc1ccc(C2C(C(=O)OC(C)C)=C(C)N=c3s/c(=C\c4cccs4)c(=O)n32)cc1 (stereo not given)	-2	45*	-2	-2	0	2.3	72	-50	68	-9
CN(C)c1ccc(N=C/C=C2/N(C)c3ccccc3C2(C)C)cc1	·	12	-6	2	2	-4.1	25	-1	48	-1

Random draw from the library (roughly 6.2% active in at least one column).
